# Screening data (PubChem)
# pPAFAH FP inh = inhibitors of human plasma PAF acetylhydrolase (pPAFAH); Q13093; recombinant pPAFAH, FP-rhodamine probe fluorescence polarization; inhibition, % at 3.39 µM; 330,000 tested, 1.5% active;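 active = inhibition above the mean inhibition across the screen plus 3 SD, cut at about 25% in these data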;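 also: inhibitors block binding of the rhodamine activity-based probe so polarization drops; 0% = enzyme with DMSO and 100% = wells lacking pPAFAH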
# EBNA-1 inh = blocks EBNA-1 binding to DNA; EBNA-1 DNA binding, fluorescence polarization; inhibition, % at 14.8 µM; 300,000 tested, 0.34% active; in the data active = inhibition above about 28%
# PAFAH1B3 FP inh = PAFAH1B3 (human) inhibition; Q15102; recombinant PAFAH1B3, FP-rhodamine probe, fluorescence polarization; inhibition, % at 3.39 µM; 340,000 tested, 0.28% active; AID 492972;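 active = inhibition above the screen-wide average of all tested compounds plus 3 SD, cut at about 25% in these data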;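 also: 0% = enzyme with DMSO only and 100% = wells lacking PAFAH1B3 protein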
# PAFAH1B2 inh = inhibitors of human PAFAH1B2; P68402; recombinant PAFAH1B2, FP-rhodamine activity probe, fluorescence polarization; inhibition, % at 3.39 µM; 340,000 tested, 1.2% active;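 active = inhibition above the mean of all tested compounds plus 3 SD, cut at about 24% in these data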;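 also: 0% = enzyme with DMSO and 100% = wells lacking PAFAH1B2; many of its hits are not listed in these tables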
# LYPLA2 inh = LYPLA2 (human) inhibition in PME1 counter-screen | O95372 | inhibition, % at 5.9 µM | recombinant LYPLA2, FP-Rh probe fluorescence polarization | 320,000 tested, 0.38% active | AID 2177;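 active = inhibition above the screen-wide mean plus 3 SD, limit set per campaign, cut at about 26% in these data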;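 also: 0% = LYPLA2 with DMSO and 100% = wells lacking LYPLA2 enzyme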
# LYPLA1 counter = blocks human lysophospholipase 1, a PME1 counter-screen | recombinant LYPLA1, FP-Rh probe fluorescence polarization | O75608 | AID 2174 | inhibition, % at 5.9 µM | 320,000 tested, 0.16% active;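 active = inhibition above the mean of all tested compounds plus 3 SD, set per campaign, cut at about 14% in these data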;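 also: inhibitors block serine hydrolase probe labeling of LYPLA1 so polarization falls; 0% = enzyme with DMSO and 100% = wells lacking LYPLA1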
# Target sequence (O75608 whole entry, looked up): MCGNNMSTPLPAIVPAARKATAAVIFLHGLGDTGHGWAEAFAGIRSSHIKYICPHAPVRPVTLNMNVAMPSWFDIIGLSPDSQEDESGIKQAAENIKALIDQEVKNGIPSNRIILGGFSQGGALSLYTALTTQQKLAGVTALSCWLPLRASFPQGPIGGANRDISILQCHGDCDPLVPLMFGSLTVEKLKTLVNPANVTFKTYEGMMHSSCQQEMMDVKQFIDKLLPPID
# ZTA counter = counter-screen for EBNA-1 inhibitors: inhibitors of Epstein-Barr virus ZTA | P03206 | ZTA-DNA binding, fluorescence polarization | inhibition, % at 11 µM | 320,000 tested, 0.15% active | AID 2234; in the data active = inhibition above about 33%
# PREPL inh = inhibitors of human prolyl oligopeptidase-like enzyme PREPL; Q4J6C6; recombinant PREPL, fluorescence polarization activity-based probe; inhibition, % at 5.96 µM; 320,000 tested, 0.68% active; in the data active = inhibition above about 43%;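 also: 0% = enzyme with DMSO and 100% = wells lacking enzyme; many of its hits are not listed in these tables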
# Target sequence (Q4J6C6 whole entry, looked up): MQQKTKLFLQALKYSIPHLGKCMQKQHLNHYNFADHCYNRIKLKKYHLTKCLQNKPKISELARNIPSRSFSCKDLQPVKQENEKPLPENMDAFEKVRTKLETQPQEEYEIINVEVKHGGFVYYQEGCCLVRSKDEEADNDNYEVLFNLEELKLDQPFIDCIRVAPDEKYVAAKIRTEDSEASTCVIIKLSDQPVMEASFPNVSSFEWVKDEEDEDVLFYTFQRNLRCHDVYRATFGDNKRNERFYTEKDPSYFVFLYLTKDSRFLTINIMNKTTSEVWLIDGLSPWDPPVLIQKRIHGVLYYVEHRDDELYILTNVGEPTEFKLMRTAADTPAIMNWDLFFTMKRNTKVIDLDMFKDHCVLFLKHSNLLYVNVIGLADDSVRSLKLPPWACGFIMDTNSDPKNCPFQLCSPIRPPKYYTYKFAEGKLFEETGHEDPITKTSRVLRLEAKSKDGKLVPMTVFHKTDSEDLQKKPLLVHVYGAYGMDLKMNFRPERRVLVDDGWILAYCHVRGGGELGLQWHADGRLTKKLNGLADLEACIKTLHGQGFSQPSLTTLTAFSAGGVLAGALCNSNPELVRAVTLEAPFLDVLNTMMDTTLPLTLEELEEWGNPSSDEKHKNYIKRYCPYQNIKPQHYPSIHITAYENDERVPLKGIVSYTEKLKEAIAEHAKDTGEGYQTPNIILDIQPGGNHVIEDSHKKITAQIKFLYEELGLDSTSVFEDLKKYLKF
# PAFAH2 inh = PAFAH2 (human) inhibition; Q99487; recombinant PAFAH2, FP-rhodamine activity probe, fluorescence polarization; inhibition, % at 3.39 µM; 340,000 tested, 0.99% active; AID 492956;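 active = inhibition above the mean over all tested compounds plus 3 SD, cut at about 30% in these data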;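 also: inhibitors block probe labeling of enzyme so polarization drops; 0% = enzyme with DMSO and 100% = wells lacking PAFAH2 protein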
# An asterisk follows results filed as active; . = not tested or not shown. Not all compounds are listed; count on the stated rates, not on these rows.
# Below each SMILES – pPAFAH FP inh	EBNA-1 inh	PAFAH1B3 FP inh	PAFAH1B2 inh	LYPLA2 inh	LYPLA1 counter	ZTA counter	PREPL inh	PAFAH2 inh
> Clc1ccc(CSc2ccc(-c3cccnc3)nn2)cc1
    -3	-3	4	10	-2	2	13	6	2
> CC(=O)Nc1ccc(C2NC(=O)CCC2[N+](=O)[O-])cc1 (stereo not given)
    0	-2	7	6	1	0	10	8	-10
> COc1ccc(CN(C)Cc2c(O)ccc3cc(Br)ccc23)cc1OC
    3	2	5	20	-6	-2	-6	17	-4
> CCOCCCNc1nc2ccccc2[nH]1
    2	-8	7	5	2	5	-15	14	6
> Cc1ccc(S(=O)(=O)NCc2cn3ccccc3n2)c(C)c1
    5	-5	7	3	8	4	4	2	1
> O=S(=O)(Nc1nc2ccc(S(=O)(=O)N3CCCC3)cc2s1)c1ccc(F)cc1
    0	3	-3	3	-6	-5	0	1	-6
> COc1ccc(Br)cc1/C=N/NC(=O)C[n+]1ccccc1
    0	5	1	2	1	8	-7	-1	-7
> Cc1ccccc1S(=O)(=O)Cc1ccc(C(=O)NCCCN2CCCC2)o1
    35*	-9	0	5	7	-2	-5	-9	-8
> CC1CCN(C(=O)C(=O)Nc2sc3c(c2C(=O)O)CC(C)(C)OC3)CC1
    9	4	2	5	2	0	21	2	3
> COCCCNc1ccc([N+](=O)[O-])cc1C(=O)Nc1cccc(C)n1
    -2	5	7	6	0	-2	1	4	14
> COc1ccc(NC(=O)NNC(=O)C(C)Oc2ccc3ccccc3c2)cc1OC (stereo not given)
    3	7	-4	-2	2	2	10	11	3
> O=C(CSc1ncn[nH]1)c1ccc2c(c1)OCO2
    -6	-2	4	5	0	-3	7	19	5
> CN(C(=O)COC(=O)C1CCN(S(=O)(=O)c2cccs2)CC1)c1ccccc1
    6	3	6	-2	-1	2	1	4	-3
> CC(C)NC(=O)CSc1nc(N)c(-c2ccccc2)c(=O)[nH]1
    8	-1	5	6	5	3	-6	12	-6
> COC(CNC(=O)CCc1c(C)nc2c(-c3ccc(F)cc3)c(C)nn2c1C)OC
    -2	-4	0	0	-1	-5	-9	8	4
> CCOC(=O)/C(C#N)=C1/C=CN(c2ccc(C)cc2)C=N1
    8	8	2	3	15	1	-1	7	4
> Cc1nc(N(C)C)c2sc(=S)n(C)c2n1
    -4	5	0	-2	-3	4	6	0	1
> COc1ccc(NS(=O)(=O)c2ccc(C(=O)N(C)Cc3ccc(C)o3)cc2)cc1
    32*	.	9	4	.	.	.	-8	0
> O=C(NC1CCCc2ccccc21)C1CCN(S(=O)(=O)c2cccc(C(F)(F)F)c2)CC1 (stereo not given)
    6	0	-4	3	-3	-4	15	6	1
> CCN(CC)C(=O)CN(c1ccc(C)cc1)S(=O)(=O)c1ccc(SC)cc1
    3	3	3	5	9	-1	-15	-3	4
> CN(C)S(=O)(=O)c1ccc2c(c1)nc(CCC(=O)Nc1ccc3c(c1)OCO3)n2C
    2	-1	2	8	3	3	-15	3	3
> COC(=O)C1=C(C)Nc2c(c(=O)n(C)c(=O)n2C)C1c1ccncc1 (stereo not given)
    6	-2	-3	5	-3	5	-14	9	2
> COc1ccc(OCC(=O)N/N=C/c2ccncc2)cc1
    4	2	-2	-1	0	4	0	-2	6
> CNS(=O)(=O)c1ccc(C(=O)NCC(=O)NCCC(c2ccccc2)c2ccccc2)cc1
    0	.	7	8	3	4	-12	6	6
> O=C(Cc1ccc([N+](=O)[O-])cc1)N/N=C/c1ccccc1F
    1	13	-5	-1	3	-1	7	3	-9
> O=C(Nc1nccs1)c1csc2c1CCCC2
    2	-3	-7	3	5	1	6	-8	-7
> Cc1cccc(NCCC(=O)c2ccc([N+](=O)[O-])cc2)c1C
    5	1	5	-1	1	4	1	21	-6
> O=C(NCc1ccccc1)c1c(F)c(F)c(F)c(F)c1F
    4	4	4	0	0	3	0	2	1
> COCC(=O)Nc1c(C(=O)Nc2ccc3c(c2)OCO3)oc2ccccc12
    -9	-6	11	4	-3	-3	6	5	1
> CCN1C(=O)[C@@H]2[C@@H](c3ccc(-c4ccc5c(c4)OCO5)c(OC)c3)N3CCC[C@@]3(C(=O)OC)[C@@H]2C1=O
    1	-9	5	3	18	3	-5	3	2
> CC1=CN2CC(O)CN=C2C=C1 (stereo not given)
    -3	-5	-10	1	2	-1	-1	-7	8
> COc1cc(OC)cc(C(=O)NC2CCN(Cc3nnnn3Cc3cccs3)CC2)c1
    -4	-4	3	-4	-1	-2	-7	-5	6
> NC(=O)Cn1c(=O)n(CCC(=O)NCCSCc2ccccc2)c(=O)c2ccccc21
    1	10	0	5	-5	0	15	-3	-3
> COCCn1c(=NC(=O)/C=C/c2cccs2)sc2cc(NC(C)=O)ccc21
    -1	-12	-2	-2	-11	-4	18	8	-5
> Cc1cc([N+](=O)[O-])cc2c1NC(=O)C2(O)N1CCCCCC1 (stereo not given)
    -7	-3	9	2	-5	2	10	-4	-2
> CCCNCc1cc(OCC)c(OCC(N)=O)cc1Br
    -1	-4	6	3	-4	1	-1	-3	8
> CCn1c(CNC(=O)c2ccc3c(c2)OCO3)nnc1SCC(=O)Nc1cc(C)ccc1OC
    -2	1	-3	1	-3	-4	0	6	1
> COc1ccc(CC(=O)N/N=C/c2sccc2C)cc1
    5	-4	7	11	3	0	-11	0	0
> CCOCCn1c(SCc2c(F)cccc2Cl)nc2c1c(=O)[nH]c(=O)n2C
    5	7	-2	2	-4	-2	4	6	-3
> O=C(OCC(=O)N1CCCc2ccccc21)c1c(F)cccc1F
    0	-11	5	3	0	0	2	10	16
> COCCCN1C(=O)c2ccc(C(=O)NCCc3ccccc3)cc2C1=O
    -1	-12	1	0	13	-3	-5	8	0
> CCOc1cc(N2CCOCC2)c(OCC)cc1NC(=O)CN1C(=O)C2CC=CCC2C1=O (stereo not given)
    -2	5	4	0	6	1	15	9	-4
> COc1cccc(C(=O)NC2=NCCS2)c1
    3	-6	-1	-1	7	4	-12	5	7
> COc1ccc(CCN(C)C2CCCN(C(=O)c3ccnn3C)C2)cc1OC (stereo not given)
    0	0	5	6	-4	-2	-1	-1	0
> O=C(CSc1ccccn1)Nc1ccc(NC(=O)CSc2ccccn2)cc1
    6	4	9	-2	0	-4	2	-2	-12
> CN1CCN(S(=O)(=O)NC[C@H]2O[C@@H](n3cnc4c(N)ncnc43)[C@H](O)[C@@H]2O)CC1
    -4	.	16	3	.	.	.	.	-9
> COc1ccc(/C=N\N2CCN(Cc3ccccc3Cl)CC2)cc1
    5	-11	1	0	3	3	-1	5	-3
> Cc1ccc(C(=O)OCCN(C)Cc2ccccc2)cc1
    9	2	9	2	9	3	-19	-5	2
> C#CCSc1nnc(-c2ccc(C)cc2)o1
    -2	1	7	-4	1	4	1	-8	3
> CCCCCCn1cc(C(=O)OCC)c(=O)c2cc(F)c(F)cc21
    2	3	0	1	-1	0	3	-3	-1

# (cont.)
# Below each SMILES – pPAFAH FP inh	EBNA-1 inh	PAFAH1B3 FP inh	PAFAH1B2 inh	LYPLA2 inh	LYPLA1 counter	ZTA counter	PREPL inh	PAFAH2 inh
> CCCCN1C(=O)C2(NNc3ccccc3O2)c2ccccc21 (stereo not given)
    19	-14	6	1	-6	-9	-21	11	3
> O=C(c1cnccn1)N1CCCC(N2CCN(c3cccc(Cl)c3)CC2)C1 (stereo not given)
    4	2	6	5	8	4	-5	8	-1
> O=c1c2c3c(sc2nc2n1CCCCC2)C(O)CCC3 (stereo not given)
    -1	-7	6	0	15	4	11	5	-3
> Cc1cc(C)cc(NC(=S)/N=C(\N)Nc2nc(C)c3ccccc3n2)c1
    1	2	-1	-2	-10	-10	2	-6	-4
> CCN(c1ccc(OC)cc1)S(=O)(=O)c1cc(-c2cc(C)no2)ccc1OC
    8	4	-3	4	9	-2	12	-9	0
> Cc1ccc(-c2noc(CSc3nnnn3C3CCCCC3)n2)cc1
    4	1	5	1	-8	-11	11	-1	-8
> CCOc1ccc(N(CC(=O)Nc2ccccc2OC)S(C)(=O)=O)cc1
    3	7	13	1	6	-2	-14	2	3
> CCCN(CC(=O)Nc1ccc(Cl)cc1Cl)C(=O)/C=C/c1cc(OC)ccc1OC
    3	4	2	4	-13	-10	-6	-15	1
> O=C(O)c1cccc(Cn2c(Cl)c(/C=N/NC(=O)c3ccccc3)sc2=O)c1
    8	-6	3	4	5	3	-19	7	0
> COc1ccccc1N1CCN(C(=O)CN(C)S(=O)(=O)c2ccc3c(c2)c(=O)n(C)c(=O)n3C)CC1
    -3	-1	0	1	8	3	13	4	7
> O=C(c1ccc(-n2cccc2)cc1)N1CCN(Cc2ccccc2)CC1
    1	7	2	0	-2	1	-8	6	-4
> COc1ccc2nc(SCC(=O)N(C)C3CCCCC3)c(C#N)cc2c1
    5	9	2	2	0	-5	-17	11	8
> Cc1ccc(CC(=O)Nc2ccc([N+](=O)[O-])cc2C)cc1
    7	-10	10	3	-6	1	11	14	1
> C=CCN1C(=O)C2C(C(=O)NC)C3(C)C=CC2(O3)C1C(=O)NCc1ccc(OC)cc1 (stereo not given)
    4	1	4	-2	3	-1	12	3	-4
> CCCCSc1nnc(-c2c[nH]c3ccccc23)n1C
    7	1	0	-1	-6	1	13	6	8
> C/C(Cl)=C\CNC(C)c1ccccc1 (stereo not given)
    2	1	-2	3	3	-1	-17	4	-10
> COc1ccccc1N1CCN(Cc2cc(=O)n3ccsc3n2)CC1
    -4	1	-1	4	-3	-2	1	6	3
> CCC(=O)NC(c1cccc([N+](=O)[O-])c1)c1c(O)ccc2ccccc12 (stereo not given)
    3	3	.	.	-12	-5	1	3	.
> O=C(NCCCO)c1cc([N+](=O)[O-])cc2c1C=Cc1ccccc1O2
    4	3	4	2	-3	-3	4	1	-4
> CCOc1ccccc1OCCOc1ccccc1OC(C)C
    1	-3	2	6	3	-3	14	4	0
> COc1ccc(CC(=O)OCC(=O)NCc2ccc(C)cc2)cc1OC
    6	.	7	6	.	.	.	0	5
> O=C(c1ccc(N2C(=O)C3CCCCC3C2=O)cc1)N1CCCCC1 (stereo not given)
    2	0	-4	2	-2	-2	-16	3	2
> Cc1nc2ccc(S(=O)(=O)NC(C(=O)N3CCC(C)CC3)C(C)C)cc2s1 (stereo not given)
    6	5	2	2	-4	3	6	2	5
> O=C(NC1CCS(=O)(=O)C1)c1ccc(-c2ccc(Br)cc2)o1 (stereo not given)
    9	2	2	-1	-4	-3	21	-3	1
> Cc1ccc2c(CN3CCCCC3C)cc(=O)oc2c1 (stereo not given)
    2	-6	2	3	5	1	-6	-18	0
> O=C(NCCN1CCOCC1)c1ccc(NS(=O)(=O)c2ccccc2)cc1
    7	11	4	-2	-2	-4	6	-8	0
> CCOc1ccccc1NC(=O)CNC(=O)N1CC(=O)Nc2ccccc21
    -4	-1	5	4	4	2	-4	11	-9
> Cc1ccccc1N1CCN(S(=O)(=O)Cc2ccccc2)CC1
    2	7	6	0	5	2	-3	-75	-2
> C[C@H](CO)N1C[C@H](C)[C@@H](CN(C)S(=O)(=O)c2ccc(F)cc2)Oc2ccc(NC(=O)Cc3ccccc3)cc2C1=O
    9	.	4	10	.	.	.	21	8
> CCN(CC)CCN1CCn2c3c(c4cc(C)ccc42)CCCC31 (stereo not given)
    5	-4	16	3	-3	-2	-10	52*	-1
> O=C(C(=C1NCCN1)n1cncn1)c1ccccc1
    6	-1	-1	-1	1	4	-1	-2	-1
